FID counter: compounds displacing fluorescent DNA intercalator, primary screen, artefact control for HCV NS3 helicase inhibitor project, biochemical, FID fluorescence | actives 0.17% (n = 290,000) | inhibition, % at 7.9 µM | AID 1845, 2009 | DNA fluorescent intercalator displacement; in the data active = inhibition above about 37%;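 also: 0% = vehicle and 100% = reference compound; higher means more ethidium bromide displaced from hairpin DNA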
PHOSPHO1 inh: PubChem AID 1565. Phosphoethanolamine/phosphocholine phosphatase (Homo sapiens), Q8TCT1. recombinant PHOSPHO1, absorbance phosphatase assay. inhibition, % at 13.3 µM. actives 1.1% (n = 290,000); in the data active = inhibition above about 60%
VIM-2 inh: VIM-2 metallo-beta-lactamase inhibitors, primary screen, biochemical, epi-absorbance readout, Pseudomonas aeruginosa enzyme; actives 0.89% (n = 290,000); purified VIM-2, nitrocefin hydrolysis, epi-absorbance fluorescence; AID 1527, 2009; inhibition, % at 5.6 µM;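 active = inhibition above the mean of all tested compounds plus 3 SD, cutoff set per screening run, cut at about 7.5% in these data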;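 also: red hydrolysis product quenches plate fluorescence so inhibitors raise well fluorescence; 0% = enzyme with DMSO and 100% = DMSO without enzyme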
UBC9 SUMO inh: inhibitors of in vitro SUMOylation cascade, primary screen, biochemical, HTRF, uHTS; SUMO-conjugating enzyme UBC9 (Homo sapiens), P63279; HTRF SUMOylation assay, SAE1/SAE2 + UBC9; inhibition, % at 35 µM; actives 0.36% (n = 290,000); AID 2006, 2009; in the data active = inhibition above about 50%, passing the limit was not always enough; also: strong numbers were not always called active
IDE cell activ: human IDE activators in live cells, primary screen, fluorescence polarization, HEK cells, FAbeta-B substrate. FAbeta-B cleavage; 0% vehicle, 100% cell-free pure enzyme wells. activation, % at 5.96 µM. actives 0.073% (n = 340,000). AID 493087, 2011;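 active = activation above the mean of all tested compounds plus 3 SD, set per screening campaign, cut at about 17% in these data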
HCV NS3 hel inh: inhibitors of HCV NS3 helicase, primary screen, biochemical, Cy5 molecular beacon fluorescence; Hepatitis C virus NS3 helicase; NS3 helicase DNA unwinding; inhibition, % at 10.9 µM; actives 0.56% (n = 290,000); AID 1800, 2009;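 active = inhibition above the mean of all tested compounds plus 3 SD, set per campaign, cut at about 35% in these data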;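 also: 0% = DMSO wells and 100% = thioflavine S control wells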
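Assay system: hepatitis C virus NS3 helicase domain fragment enzyme. Also added: annealed dual-labelled DNA beacon duplex, ATP-started. Timing: 1 h reaction at 25 °C, ATP-initiated. Technique: Cy5 fluorescence at 0 and 60 min, beacon hairpin quenching. Evaluation: % inhibition of unwinding. Replication: one well per compound.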
IMP-1 inh: IMP-1 metallo-beta-lactamase inhibitors, primary screen, biochemical, epi-absorbance readout, Pseudomonas aeruginosa enzyme; AID 1556, 2009; actives 0.45% (n = 290,000); purified IMP-1, nitrocefin hydrolysis, epi-absorbance fluorescence; inhibition, % at 5.6 µM;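 active = inhibition above the mean plus 3 SD of all compounds in the same screening run, cut at about 4.5% in these data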;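 also: 0% = IMP-1 with DMSO and 100% = DMSO wells lacking enzyme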
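System: Purified IMP-1 | Read-out basis: Percent enzyme inhibition | Controls: IMP-1 with DMSO as 0%, enzyme-free DMSO as 100% | Replicates: One well per compound | Doses: 5.6 µM nominal single concentration | Detection: Epi-absorbance fluorescence, 480 nm excitation, 530 nm emission | Incubation: 25 °C, 15 min preincubation, 25 min reaction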
pCIP destab: p/CIP-EGFP fusion destabilizers, primary screen, fluorescence, F442A cells | Q05BA5 | 16 h | decrease of EGFP signal, % at 10 µM | actives 0.01% (n = 290,000) | AID 1984, 2009;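 active = EGFP signal decrease of at least 30% at 10 µM or well 3 SD below plate mean, unless failing retest; inactive = the rest, including hits failing retest or dose response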; also: some compounds called inactive have numbers as strong as hits; many of its hits are not listed in these tables
MEKK3 PB1 HTS: modulators of MEKK3-MEK5 PB1 binding, primary screen, biochemical, wildtype MEKK3, multiplex bead flow cytometry, Alexa488-MEK5; Mitogen-activated protein kinase kinase kinase 3 (Homo sapiens), Q99759; bead-based flow cytometry, Alexa488-MEK5 binding to MEKK3; actives lie on both sides; 0 = blocked by unlabeled MEK5, 100 = vehicle; binding response (% of control), % at 10 µM; actives 1.4% (n = 290,000);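 active = binding response more than 3 SD above or below the average of its plate-row segment, actives on both sides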;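 also: Alexa488 bead fluorescence after subtracting the streptavidin-only scavenger bead signal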
Numbers without * were called inactive; x = no result given; & = joins results of further samples. These rows are one share of the data; rates above refer to the full screens.

SMILES | FID counter | PHOSPHO1 inh | VIM-2 inh | UBC9 SUMO inh | IDE cell activ | HCV NS3 hel inh | IMP-1 inh | pCIP destab | MEKK3 PB1 HTS
Cc1ccc2[nH]c(=O)c(N3CCOCC3)c(-c3ccccc3)c2c1 | -18 | -15 | 0.4 | 7 | 6 | 1 | -2.7 | 3 | 107
Cn1nc(C(C)(C)C)c([N+](=O)[O-])c1C(=O)Nc1ccc(Br)cc1 | 4 | -12 | -3.1 | 1 | 3 | 10 | -3.5 | -2 | 88
CCc1nc2ccccc2n1CC(O)COc1ccc(NC(C)=O)cc1 (stereo unspecified) | -7 | -3 | 0.3 | -13 | 0 | -2 | -3.3 | -19 | 117
O=C(C/C=N/OCc1ccc(Cl)cc1)c1cnc(-c2ccccc2)s1 | -8 | 21 | 0.1 | 27 | -9 | 4 | -1.8 | -7 | 108
CC(C)(C)OC(=O)N1CCC(C(=O)N[C@@H](Cc2ccccc2)C(=O)O)(c2ccccc2)CC1 | -34 | -1 | -2.5 | 0 | -4 | 24 | -4.9 | -4 | 103
COc1ccc(C(=O)NNC(=O)CSc2nnnn2C)cc1 | 5 | 30 | -2.0 | 15 | 3 | 3 | -2.2 | -2 | 88
COc1cccc(-c2cc(=O)c3cc(NC(=O)c4ccccc4)ccc3[nH]2)c1 | 0 | 6 | -1.0 | 15 | 5 | -12 | -1.9 | -6 | 109
CN(C)S(=O)(=O)N1CCC(c2ccc(F)cc2)C(COc2ccc3c(c2)OCO3)C1 (stereo unspecified) | -27 | 0 | -3.9 | 16 | 0 | -3 | -2.3 | -2 | 106
CC(C)(C)c1nnc(NC(=O)c2cccs2)s1 | -11 | 37 | -2.5 | 3 | 6 | 9 | -5.7 | 4 | 100
O=C(CCNc1cccc(F)c1)c1cc2ccccc2o1 | 1 | -24 | 1.3 | 3 | 3 | 6 | -0.7 | -12 | 58
Cc1cccc(CC2CC(=O)N(c3ccccc3)C2=O)c1 (stereo unspecified) | -3 | 19 | -1.1 | 28 | 6 | -1 | -4.0 | -9 | 102
O=Cc1cccn1-c1sc2c(c1C(=O)O)CCCC2 | -4 | 29 | -2.6 | -4 | 2 | 0 | -1.2 | -1 | 96
CCN1CCc2c(sc(NC(=O)c3ccc(S(=O)(=O)N(C)c4ccccc4)cc3)c2C(=O)NC)C1 | -5 | 53 | 0.0 | 6 | -35 | -20 | 2.8 | -195 | 100
CC(=O)NC1=NN(c2ccccc2)C(=O)C1 | -4 | 45 | -2.9 | -27 | -1 | 7 | -0.9 | 4 | 100
Cc1cccc(C(=O)N[C@H](C(=O)Nc2cc(S(=O)(=O)N3CCCCC3)ccc2C)C(C)C)c1 | -8 | -1 | -3.5 | -2 | 5 | 5 | -1.5 | -2 | 111
O=C(O)/C=C\C(=O)Nc1ccc(Oc2ccccc2)cc1 | 1 | 45 | -0.5 | 8 | -4 | -1 | 1.3 | -6 | 98
CCc1c(C)nc2c(C#N)c[nH]n2c1=O | 2 | 11 | -3.0 | 8 | 5 | -2 | -2.7 | -2 | 100
Cc1cccc2c(C(=O)O)c3c(nc12)CCCCC3 | -4 | 12 | -0.2 | 1 | 0 | 12 | -0.9 | 5 | 109
COc1ccc2sc3ccccc3c(=O)c2c1OC | 18 | 34 | 3.9 | -3 | -2 | 4 | 3.4 | 4 | x
CC(N=C(NC#N)Nc1ccncc1)C(C)(C)C (stereo unspecified) | 1 | 18 | -1.5 | 14 | 7&9 | 1 | -1.7 | 2 | 103&91
Cc1cccc(C)c1OCCCCc1c(C)n[nH]c1C | -18 | 12 | -4.7 | 22 | -4 | -15 | -3.0 | -5 | 100
CC(C)CNC(=O)NC(=O)COC(=O)COc1ccc(Cl)cc1Cl | -19 | 37 | -1.9 | 7 | 0 | -11 | -4.7 | 0 | 95
O=C(NCc1cccs1)C(NS(=O)(=O)c1cccc2nsnc12)c1ccccc1 (stereo unspecified) | 0 | 9 | -1.6 | -14 | 6 | -7 | -0.5 | 4 | 97
CCCCN(C(=O)CSc1nnc(-c2ccccc2)n1C)c1c(N)n(Cc2ccccc2)c(=O)[nH]c1=O | -31 | 6 | -4.4 | 1 | 1 | -6 | -3.6 | -5 | 102
COc1ccc(OC)c(NC(=O)CCNS(=O)(=O)c2cccs2)c1 | -7 | 7 | 2.6 | -7 | 3 | 4 | -5.6 | -6 | 96
Additional entries follow:
SMILES | FID counter | PHOSPHO1 inh | VIM-2 inh | UBC9 SUMO inh | IDE cell activ | HCV NS3 hel inh | IMP-1 inh | pCIP destab | MEKK3 PB1 HTS
O=[N+]([O-])c1cccc(CNC2CCCCCC2)c1 | 3 | 28 | 0.0 | 8 | 9 | 6 | -5.5 | -10 | 87
CC(C)(C)n1ncc2c(=O)n(Cc3ccc(Cl)cc3)cnc21 | -30 | 32 | -6.0 | -12 | -1 | -3 | -3.6 | -7 | 99
CC1S/C(=N/N=C2CCC(C(C)(C)C)CC2)NC1=O (stereo unspecified) | -6 | -1 | -5.2 | 6 | 0 | 7 | -1.4 | -8 | 110
Clc1ccc2c(c1)C1OCCC1C(c1ccco1)N2 (stereo unspecified) | -4 | 2 | -1.6 | 15 | -1 | 2 | -2.5 | 1 | 106
CC(C)(CC(=O)O)CC(=O)NNc1ncccc1C#N | -6 | 48 | -1.2 | 27 | -4 | 21 | -0.9 | -4 | 93
CC1=C(C(=O)Nc2ccccc2)C(c2ccco2)C(C#N)=C(SCC(=O)Nc2cccc(C)c2C)N1 (stereo unspecified) | 2 | 14 | 3.8 | 10 | 6 | 2 | 1.0 | -2 | 111
Cc1ccc(-c2nn3c(C)nnc3s2)cc1NC(=O)c1cccs1 | -16 | -18 | -2.3 | 14 | -5 | 8 | -4.8 | 5 | 102
COc1ccc(CCNC(=O)C2CCN(C(=O)c3ccc(F)cc3)CC2)cc1OC | -20 | 41 | -2.8 | 9 | 4 | -2 | -4.7 | -3 | 101
Cc1nnc(NC(=O)CCCOc2ccccc2)s1 | -6 | -22 | -1.8 | 25 | -1 | 6 | -1.4 | -5 | 92
CCn1c(C)nc2cc(NC(=O)Nc3cccc(C(C)=O)c3)ccc21 | -3 | 6 | -2.4 | 19 | -1 | 8 | -2.7 | -6 | 101
CCN(CC)C(=O)c1ccccc1NS(=O)(=O)c1ccc(C)cc1 | -10 | -6 | -1.4 | -2 | 2 | 4 | 0.4 | 2 | 102
COc1ccc(-n2c(COc3cccc4ccccc34)nnc2SC(C)C(=O)O)cc1 (stereo unspecified) | -39 | -12 | -5.1 | 6 | 6 | 1 | -1.1 | -6 | 103
NS(=O)(=O)c1ccc(NC(=O)/C=C/c2cccc(Cl)c2)cc1 | -3 | 6 | -2.5 | 4 | 0 | -5 | -3.6 | -6 | 107
COCCNC(=O)CCC1CCN(Cc2cccc(Oc3ccccc3)c2)CC1 | 7 | 1 | 0.1 | 9 | 4 | -7 | -3.1 | 7 | 101
Cc1cccc(OCC(=O)NC(Cc2c[nH]c3ccccc23)C(=O)O)c1C (stereo unspecified) | -37 | -4 | -1.7 | 0 | 7 | 22 | -1.6 | 5 | 102
CCn1c(=S)[nH]c2c(c1=O)C(C)(C)Cc1ccccc1-2 | -9 | 40 | -4.0 | -4 | 0 | 4 | -2.9 | 10 | 100
Cc1c(C(=O)NC2CCCc3ccccc32)oc2ccc(S(=O)(=O)N3CCCC3)cc12 (stereo unspecified) | -1 | 3 | -3.0 | 28 | -1 | 6 | -5.5 | -9 | 100
O=C(CSc1n[nH]c(=O)n1C1CC1)Nc1cc(Cl)ccc1Oc1ccccc1 | -25 | -1 | -0.5 | -6 | -3 | -6 | -1.7 | -18 | 104
O=C(CSc1nnc(CNc2ccc(F)cc2)o1)N1CCN(C(=O)c2ccco2)CC1 | -16 | -21 | -3.4 | 8 | 4 | -1 | -1.4 | -6 | 91
COCCn1c(N)c(Sc2ccc([N+](=O)[O-])cc2)c(=O)[nH]c1=O | -2 | 30 | 1.0 | 8 | 3 | 9 | -2.8 | -3 | 102
Cc1cccc(C(=O)NNC(=O)C2CCCO2)c1 (stereo unspecified) | -2 | 3 | 1.2 | 6 | 1 | -2 | -0.8 | 0 | 100
COC(=O)c1sccc1NC(=O)c1ccc(Cl)s1 | 0 | 14 | -0.2 | -10 | -8 | 1 | -1.3 | 5 | 92
CC(Oc1ccc2c(-c3ccccc3)cc(=O)oc2c1)C(=O)O (stereo unspecified) | -19 | -6 | -2.6 | 30 | 2 | -16 | -3.7 | -5 | 102
COc1ccc(NC(=O)CN(c2cccc(C(F)(F)F)c2)S(C)(=O)=O)cc1OC | -12 | 12 | -4.8 | 0 | 1 | -8 | -2.6 | -1 | 99
Cc1ccc(S(=O)(=O)Nc2nc3ccccc3nc2Nc2cccc(S(=O)(=O)N3CCCC3)c2)cc1 | -11 | -22 | -1.9 | 24 | 5 | 14 | -1.1 | -36 | 94
CC(C)N(Cc1ccccc1)C(=O)CN1C(=O)NC2(CCCc3ccccc32)C1=O (stereo unspecified) | -32 | 28 | -2.9 | 9 | -1 | -8 | -0.9 | -6 | 105
CN(Cc1c(F)cccc1Cl)C(=O)C1CC(=O)N(CCc2ccccc2)C1 (stereo unspecified) | -23 | -23 | -4.7 | 0 | 1 | -3 | -4.6 | -7 | 104
O=C(COc1ccc(S(=O)(=O)NC2CCCCC2)cc1)NCc1cccnc1 | -15 | -3 | -1.5 | 7 | 5 | -2 | -1.3 | -12 | 99
